human PMI inhibitors: MPI inhibition at elevated mannose 6-phosphate – biochemical, fluorescence intensity, high mannose 6-phosphate, primary screen (AID 1220); hit rate 0.66% among 190,000; one-dose inhibition, % at 20 µM; IC50 in µM for titrated hits; recombinant PMI enzyme, coupled fluorescence intensity; higher % means a stronger effect
PMI inhibitors: inhibitors of human PMI, primary screen, biochemical, fluorescence intensity, coupled assay (AID 1209); inhibition, % at 20 µM; hits with a dose series show IC50 in µM; purified PMI enzyme, coupled fluorescence intensity; higher % means a stronger effect; hit rate 0.42% among 190,000;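 note: plate controls were DMSO vehicle for no effect and wells lacking substrate for full effect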
K1F lysis inhibition: protection from phage-mediated lysis, alamar blue read-out – E. coli UTI89, K1F phage, bacterial capsule biogenesis inhibitors (AID 488966). inhibition, % at 100 µM; hits with a dose series show IC50 in µM. E. coli UTI89 K1F phage lysis, alamar blue, 2 h; higher % means a stronger effect. hit rate 0.02% among 340,000;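 active = phage lysis inhibition, versus mean bacterial control, above a set limit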;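 note: capsule biogenesis inhibitors block K1F phage lysis so surviving cells raise fluorescence; higher fluorescence means more inhibition of phage lysis; actives were called in the ten point dose series up to 300 µM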
TNAP activators: human TNAP enzyme activators, primary screen, biochemical, luminescent, no phosphate acceptor, uHTS (AID 1001) | purified TNAP, luminescent activation assay, no phosphate acceptor; higher activation fold means a stronger effect | one-dose activation fold at 20 µM; EC50 in µM for titrated hits | hit rate 0.03% among 200,000; in the data active = activation fold from about 3, or a potency from the dose series; inactive = the rest, 99 in 100 with activation fold below about 1.6; note: many of its hits are not listed in these tables
P. falciparum M17LAP: P. falciparum M17LAP inhibitors, primary screen, biochemical, fluorogenic H-Leu-NHMec substrate, 1536-well (AID 1619); recombinant M17LAP, H-Leu-NHMec fluorogenic kinetic assay; higher % means a stronger effect; inhibition, % at 30 µM; hits with a dose series show IC50 in µM; hit rate 0.38% among 220,000;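 active = compound inhibiting the enzyme by more than half at any dose during confirmatory dose-response retesting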;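 note: plate controls were full reaction with DMSO carrier for no effect and no enzyme background for full effect; strong numbers were not always called active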
Siah-1 displacement: blockers of Siah-1 interaction with plectin peptide – biochemical, fluorescence polarization, rhodamine-plectin, uHTS, primary screen (AID 1817); hit rate 0.02% among 290,000; Siah-1 / rhodamine-plectin peptide fluorescence polarization; higher % means a stronger effect; displacement, % at 20 µM; hits with a dose series show IC50 in µM;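 active = displacement of at least 50% at 20 µM, with a fluorescence ratio check between 0.3 and a set limit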;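 note: plate controls were Siah plus tracer with DMSO for no effect and tracer alone without Siah for full effect; strong numbers were not always called active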
M1AAP inhibition: malaria alanyl aminopeptidase activity blockers – biochemical, fluorogenic H-Leu-NHMec substrate, 1536-well (AID 1445); recombinant M1AAP, H-Leu-NHMec fluorogenic kinetic assay; higher % means a stronger effect; inhibition, % at 30 µM; hits with a dose series show IC50 in µM; hit rate 0.42% among 220,000;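 active = primary inhibition above the hit cutoff, then over 50% inhibition at one or more dose response concentrations, cut at about 23% in these data, passing the limit was not always enough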;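 note: plate controls were DMSO full reaction for no effect and no enzyme background for full effect; strong numbers were not always called active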
XIAP antagonists: XIAP antagonists, biochemical, IAP family, fluorescence polarization (AID 1018); XIAP BIR domain, fluorescence polarization peptide displacement; higher % means a stronger effect; one-dose displacement, % at 20 µM; IC50 in µM for titrated hits; hit rate 0.007% among 200,000; in the data active = displacement above about 50%; note: a part of the inactive calls stands beside numbers as strong as those of hits
Lipid droplet: hepatic lipid droplet formation modulation; inhibition, % at 6.5 µM; AID 1656; AML12 mouse hepatocytes, oleate lipid droplets, BODIPY imaging; hit rate 0.4% among 240,000;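 active = lipid droplet intensity inhibited by at least 50%, with more than 500 cells counted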
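Test system: AML12 hepatocytes (mouse); reagent: oleate loading, 100 µM; dosing: one dose, 6.5 µM compound; incubation: overnight exposure; signal: fluorescence imaging, 20x objective, two fields per well; read-out basis: % inhibition of corrected integrated BODIPY droplet signal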
Lipid droplet cells 6.5 µM: recorded beside Lipid droplet, whose call it bears; cell count; measured here: cell count, cytotoxicity flag;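 cells counted across two imaged fields per well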
* = called active by the depositor; [ ] = remark or other dose. Cut-off read from the data, not from the text of the source, unless noted: active = inhibition above about 50%; inactive = the rest.

COc1ccc(C(=O)Nc2nc3ccc(S(C)(=O)=O)cc3s2)cc1 was read as human PMI inhibitors -9.7%, PMI inhibitors -6.2%, K1F lysis inhibition 5.8%, TNAP activators 1.1, P. falciparum M17LAP 0.1%, Siah-1 displacement 2.1%, M1AAP inhibition 1.9%, XIAP antagonists 5.2%, Lipid droplet -0.5 and Lipid droplet cells 6.5 µM 681.
`COc1ccc(SN=C2C(C)=CC(=O)C=C2C)cc1` gave human PMI inhibitors 20.7%, PMI inhibitors 8.5%, K1F lysis inhibition -0.7%, TNAP activators 0.9, P. falciparum M17LAP 46.8%, Siah-1 displacement -0.5%, M1AAP inhibition -1.2%, XIAP antagonists -5.0%, Lipid droplet 3.7 and Lipid droplet cells 6.5 µM 729.
For CCOc1ccc(S(=O)(=O)Nc2ccccn2)c2ccccc12 the results were human PMI inhibitors 18.1%, PMI inhibitors 8.9%, K1F lysis inhibition 4.8%, TNAP activators 1.1, P. falciparum M17LAP 4.1%, Siah-1 displacement 2.8%, M1AAP inhibition 2.0% and XIAP antagonists -5.5%.
Cc1ccc2nc(SCC(=O)c3ccc4c(c3)NC(=O)CO4)[nH]c2c1 was read as human PMI inhibitors 8.3%, PMI inhibitors 5.3%, K1F lysis inhibition 0.5%, TNAP activators 1.3, P. falciparum M17LAP -2.6%, Siah-1 displacement -0.1%, M1AAP inhibition 5.9%, XIAP antagonists -6.1%, Lipid droplet -21.9 and Lipid droplet cells 6.5 µM 643.
For O=S(=O)(NCc1cccnc1)c1cccs1 the results were human PMI inhibitors 15.5%, PMI inhibitors 6.4%, K1F lysis inhibition 0.7%, TNAP activators 1, P. falciparum M17LAP 1.0%, Siah-1 displacement 2.6%, M1AAP inhibition 3.9% and XIAP antagonists -4.6%.
Screening Cc1cc(C)n(-c2ccc(C(=O)Nc3nnc(C4CC4)s3)cc2)n1 returned human PMI inhibitors 6.8%, PMI inhibitors 10.7%, K1F lysis inhibition 8.1%, TNAP activators 1.1, P. falciparum M17LAP 4.4%, Siah-1 displacement 3.8%, M1AAP inhibition 6.9%, XIAP antagonists 6.1%, Lipid droplet 5.2 and Lipid droplet cells 6.5 µM 679.
For CCOC(=O)N1CCC(Nc2c(NCCCOC)c(=O)c2=O)CC1 the results were human PMI inhibitors 6.4%, PMI inhibitors 6.0%, K1F lysis inhibition 3.8%, TNAP activators 1.1, P. falciparum M17LAP -1.5%, Siah-1 displacement 5.7%, M1AAP inhibition 5.7%, XIAP antagonists -0.4%, Lipid droplet -0.6 and Lipid droplet cells 6.5 µM 643.
`Cc1nnc(NC(=O)Cn2cnc3c2c(=O)n(C)c(=O)n3C)s1` gave human PMI inhibitors 0.3%, PMI inhibitors -0.5%, K1F lysis inhibition 0.8%, TNAP activators 1.1, P. falciparum M17LAP -9.4%, Siah-1 displacement 2.1%, M1AAP inhibition 3.6%, XIAP antagonists -2.2%, Lipid droplet -0.4 and Lipid droplet cells 6.5 µM 664.
For CCCc1cc2c(cc1NC(=O)c1ccc(C)cc1)OCO2 the results were human PMI inhibitors 0.2%, PMI inhibitors 9.3%, K1F lysis inhibition 0.1%, TNAP activators 1.1, P. falciparum M17LAP -1.7%, Siah-1 displacement -4.1%, M1AAP inhibition 1.1% and XIAP antagonists -3.2%.
For CCOC(=O)c1sc(SC)c2c1CCC/C2=N/OC the results were K1F lysis inhibition -1.8%, P. falciparum M17LAP 1.8%, Siah-1 displacement 0.0%, M1AAP inhibition 4.9%, Lipid droplet 0.7 and Lipid droplet cells 6.5 µM 709.
Screening Cc1ccc(-c2nnc(SCC(=O)NC3CCS(=O)(=O)C3)nc2-c2ccc(C)cc2)cc1 (stereo not given) returned human PMI inhibitors 12.9%, PMI inhibitors 3.8%, K1F lysis inhibition 0.4%[50 µM], TNAP activators 1, P. falciparum M17LAP 9.6%, Siah-1 displacement 12.8%, M1AAP inhibition -2.8%, XIAP antagonists -5.6%, Lipid droplet 3.7 and Lipid droplet cells 6.5 µM 576.
Screening O=C(NC(=S)NCC1CCCO1)C(c1ccccc1)c1ccccc1 (stereo not given) returned human PMI inhibitors -1.3%, PMI inhibitors 11.5%, K1F lysis inhibition -6.9%, TNAP activators 1.1, P. falciparum M17LAP -15.3%, Siah-1 displacement 10.4%, M1AAP inhibition -0.8%, XIAP antagonists -2.4%, Lipid droplet 2.5 and Lipid droplet cells 6.5 µM 676.

3 entries from above, sorted by length of the SMILES, rising.
For O=S(=O)(NCc1cccnc1)c1cccs1 the results were human PMI inhibitors 15.5%, PMI inhibitors 6.4%, K1F lysis inhibition 0.7%, TNAP activators 1, P. falciparum M17LAP 1.0%, Siah-1 displacement 2.6%, M1AAP inhibition 3.9% and XIAP antagonists -4.6%.
For CCOC(=O)c1sc(SC)c2c1CCC/C2=N/OC the results were K1F lysis inhibition -1.8%, P. falciparum M17LAP 1.8%, Siah-1 displacement 0.0%, M1AAP inhibition 4.9%, Lipid droplet 0.7 and Lipid droplet cells 6.5 µM 709.
COc1ccc(C(=O)Nc2nc3ccc(S(C)(=O)=O)cc3s2)cc1 was read as human PMI inhibitors -9.7%, PMI inhibitors -6.2%, K1F lysis inhibition 5.8%, TNAP activators 1.1, P. falciparum M17LAP 0.1%, Siah-1 displacement 2.1%, M1AAP inhibition 1.9%, XIAP antagonists 5.2%, Lipid droplet -0.5 and Lipid droplet cells 6.5 µM 681.

The list continues:
`CCOc1ccc(-c2nnc(-c3cccs3)o2)cc1` gave human PMI inhibitors 7.8%, PMI inhibitors 8.2%, K1F lysis inhibition 0.2%, TNAP activators 1.1, P. falciparum M17LAP 12.2%, Siah-1 displacement -3.4%, M1AAP inhibition 7.6% and XIAP antagonists -5.3%.
COc1cc(C)ccc1OCCOCCOc1ccc([N+](=O)[O-])cc1 was read as human PMI inhibitors 12.6%, PMI inhibitors 8.2%, K1F lysis inhibition 1.4%, TNAP activators 1.1, P. falciparum M17LAP -6.6%, Siah-1 displacement 3.5%, M1AAP inhibition 0.5%, XIAP antagonists 3.1%, Lipid droplet -36.9 and Lipid droplet cells 6.5 µM 690.
Cc1sc2nc(C)n(/N=C/c3ccc(O)cc3O)c(=O)c2c1C was read as human PMI inhibitors -0.7%, PMI inhibitors -0.6%, K1F lysis inhibition -0.6%, TNAP activators 1.1, P. falciparum M17LAP 15.5%, Siah-1 displacement 4.7%, M1AAP inhibition 1.3%, XIAP antagonists -6.0%, Lipid droplet -13.1 and Lipid droplet cells 6.5 µM 651.
O=C(Nc1nccc(-c2cccs2)n1)c1cccs1 was read as human PMI inhibitors 8.3%, PMI inhibitors -0.2%, K1F lysis inhibition -0.1%, TNAP activators 1, P. falciparum M17LAP 8.6%, Siah-1 displacement 5.1%, M1AAP inhibition 3.0% and XIAP antagonists -1.9%.
O=C(CCN1C(=O)COc2ccccc21)NCCCN1CCN(c2ccccc2F)CC1 was read as human PMI inhibitors -1.6%, PMI inhibitors 0.9%, K1F lysis inhibition 0.1%, TNAP activators 1.1, P. falciparum M17LAP -6.6%, Siah-1 displacement 0.7%, M1AAP inhibition 6.7%, XIAP antagonists 2.3%, Lipid droplet 0.3 and Lipid droplet cells 6.5 µM 725.
`Clc1ccc(OCc2nnc(-c3ccccc3Br)o2)cc1` gave human PMI inhibitors 4.5%, PMI inhibitors 9.0%, K1F lysis inhibition 0.1%, TNAP activators 1.1, P. falciparum M17LAP 0.1%, Siah-1 displacement -5.2%, M1AAP inhibition 6.3% and XIAP antagonists -8.5%.
`N/C(=N\OC(=O)N1CCOCC1)c1ccc(Cl)cc1` gave human PMI inhibitors 18.2%, PMI inhibitors 19.4%, K1F lysis inhibition 6.7%, TNAP activators 1, P. falciparum M17LAP 20.3%, Siah-1 displacement -8.2%, M1AAP inhibition 3.6%, XIAP antagonists -10.7%, Lipid droplet 16.0 and Lipid droplet cells 6.5 µM 666.
For CCOc1ccc(NS(=O)(=O)c2ccc(NC(=S)NC(C)=O)cc2)cc1 the results were human PMI inhibitors 8.8%, PMI inhibitors 4.1%, K1F lysis inhibition -1.2%, TNAP activators 1.1, P. falciparum M17LAP -2.2%, Siah-1 displacement -6.9%, M1AAP inhibition 3.5%, XIAP antagonists -7.0%, Lipid droplet -57.6 and Lipid droplet cells 6.5 µM 707.
Screening O=C(/C=C/c1cccc([N+](=O)[O-])c1)NCC1CCCO1 (stereo not given) returned human PMI inhibitors 15.4%, PMI inhibitors 17.0%, K1F lysis inhibition 2.4%, TNAP activators 1.1, P. falciparum M17LAP -0.9%, Siah-1 displacement 1.0%, M1AAP inhibition 6.3%, XIAP antagonists -5.3%, Lipid droplet -9.8 and Lipid droplet cells 6.5 µM 681.
`C/C(=C(\C#N)C(=O)NCCN1CCOCC1)N(C)C` gave human PMI inhibitors 0.3%, PMI inhibitors 3.9%, K1F lysis inhibition -1.1%, TNAP activators 1.1, P. falciparum M17LAP -6.1%, Siah-1 displacement -1.6%, M1AAP inhibition 3.1%, XIAP antagonists -4.1%, Lipid droplet 1.9 and Lipid droplet cells 6.5 µM 773.
`O=C(NCc1ccccc1)c1ccc2nc(N3CCOCC3)sc2c1` gave K1F lysis inhibition -0.1%[50 µM], P. falciparum M17LAP -2.1%, Siah-1 displacement 12.8%, M1AAP inhibition 3.2%, Lipid droplet 9.0 and Lipid droplet cells 6.5 µM 699.
For Cc1ncc([N+](=O)[O-])n1CC(=O)NC1CCCCC1 the results were human PMI inhibitors 1.7%, PMI inhibitors 13.5%, K1F lysis inhibition 1.4%[50 µM], TNAP activators 1.1, P. falciparum M17LAP 1.4%, Siah-1 displacement 1.0%, M1AAP inhibition 5.9%, XIAP antagonists -7.4%, Lipid droplet -6.8 and Lipid droplet cells 6.5 µM 684.
For Cc1ccc(S(=O)(=O)N(C(=O)c2ccncc2)c2ccc3oc4c(c3c2)CCCC4)cc1[N+](=O)[O-] the results were human PMI inhibitors 1.1%, PMI inhibitors 11.3%, K1F lysis inhibition 0.5%[50 µM], TNAP activators 1, P. falciparum M17LAP 7.8%, Siah-1 displacement -3.2%, M1AAP inhibition 5.2%, XIAP antagonists -8.3%, Lipid droplet 1.2 and Lipid droplet cells 6.5 µM 621.
`Cc1cc(C)c2c(n1)sc1c(=O)n(CC(=O)c3ccccc3)cnc12` gave K1F lysis inhibition -1.0%, P. falciparum M17LAP 0.0%, Siah-1 displacement 3.3%, M1AAP inhibition -2.8%, Lipid droplet 3.3 and Lipid droplet cells 6.5 µM 685.
Screening CCOC(=O)c1[nH]c(C(=O)O)c(CCC(=O)OC)c1C returned human PMI inhibitors -0.3%, PMI inhibitors 4.5%, K1F lysis inhibition 0.3%, TNAP activators 1, P. falciparum M17LAP 11.7%, Siah-1 displacement -3.4%, M1AAP inhibition 10.7% and XIAP antagonists -0.7%.
CCCc1nnc(NC(=O)c2cccs2)s1 was read as human PMI inhibitors -1.9%, PMI inhibitors -3.8%, K1F lysis inhibition 0.5%, TNAP activators 1.1, P. falciparum M17LAP 12.4%, Siah-1 displacement 3.6%, M1AAP inhibition 5.1% and XIAP antagonists 1.9%.

Screening data as filed in PubChem BioAssay.
